sdo1 growth – compounds rescuing growth of sdo1-depleted yeast, bone marrow failure model; z-score at 10 µM; AID 817; S. cerevisiae sdo1-depleted JHY4D growth rescue, OD600 30 h; active compounds read high; pdr5 snq2 efflux-pump mutant strain; hit rate 0.21% among 140,000;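 active = z-score above 3 at both the 24 hr and the 30 hr optical density reads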;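 note: z-score against mean and SD of all compound wells on the same plate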
Insulin prom inh – TRM-6 insulin promoter activity inhibition; inhibition, % at 2 µM; AID 1273; hit rate 0.9% among 130,000; TRM-6 cells (human fetal islet line), insulin promoter-eGFP reporter, imaging; reporter expression induced with tamoxifen;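 active = inhibition above the mean plus 3 SD, with well images judged a real hit on visual review, cut at about 60% in these data, passing the limit was not always enough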
sdo1 growth Rescue 24 h – further read-out of sdo1 growth, marked with its call; z-score; S. cerevisiae sdo1-depleted JHY4D growth rescue, OD600; measured here: growth rescue at 24 h;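 0 is the plate mean of compound wells and units are plate SD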
Numbers without * were called inactive; x = not tested or not shown; & = joins results of further samples; [ ] = remark or other dose.

SMILES	sdo1 growth	sdo1 growth Rescue 24 h	Insulin prom inh
Cc1ccc2nc(Cl)c(/C=N/NC(=O)[C@H]3C[C@@H]3c3ccccc3)cc2c1	-1.3	-0.56	34
CC1(C)CC(N2CCC(=O)N(C3CC(C)(C)NC(C)(C)C3)C2)CC(C)(C)N1	0.29	-0.62	x
COc1ccc(N/N=C(\C#N)C(=N)N2CCOCC2)cc1	x	x	-12
O=C(CC1Nc2ccccc2NC1=O)c1ccccc1 (stereo unspecified)	0.14	-0.24	x
CC(C)CCNc1ncnc2c1nnn2Cc1ccccc1Cl	0.29	0.69	5
CCCOc1cc(C)c(S(=O)(=O)N2CCN(C)CC2)cc1C	-0.38	0.16	-15
N#Cc1cc([N+](=O)[O-])ccc1Oc1cccc(/C=N/NC(=O)c2cccc(Cl)c2)c1	-1.8	-2.4	-11
CC(=O)N1CC23C=CC(CC2CC12CCCCCC2)O3 (stereo unspecified)	x	x	33
CCOC(=O)c1c(C)[nH]c(=S)c(C#N)c1-c1ccc(OC)cc1	1.6	0.57	-131
NNC(=O)CN1C(c2ccccc2)=Nc2ccc(Br)cc2C1c1ccccc1 (stereo unspecified)	x	x	33

An excerpt of these results, as labelled records.
N#Cc1cc([N+](=O)[O-])ccc1Oc1cccc(/C=N/NC(=O)c2cccc(Cl)c2)c1
  sdo1 growth: -1.8	sdo1 growth Rescue 24 h: -2.4	Insulin prom inh: -11

CCCOc1cc(C)c(S(=O)(=O)N2CCN(C)CC2)cc1C
  sdo1 growth: -0.38	sdo1 growth Rescue 24 h: 0.16	Insulin prom inh: -15

CC(C)CCNc1ncnc2c1nnn2Cc1ccccc1Cl
  sdo1 growth: 0.29	sdo1 growth Rescue 24 h: 0.69	Insulin prom inh: 5

CC(=O)N1CC23C=CC(CC2CC12CCCCCC2)O3 (stereo unspecified)
  sdo1 growth: x	sdo1 growth Rescue 24 h: x	Insulin prom inh: 33

Following part
SMILES	sdo1 growth	sdo1 growth Rescue 24 h	Insulin prom inh
COC(=O)c1c(NC(=O)Cc2cccs2)sc2c1CCCC2	7.5*	7.2*	x
Cc1ccc(C2=NN(S(C)(=O)=O)C(c3ccc4nccnc4c3)C2)cc1 (stereo unspecified)	0.25	-0.2	-19
COc1ccccc1-c1cc(C(=O)Nc2sc3c(c2C#N)CCC(C)C3)c2ccccc2n1 (stereo unspecified)	-1.9	-1.4	41
O=C(NNC(=O)c1cc(-c2ccc(Cl)cc2Cl)nc2ccccc12)Nc1ccccc1	-1.2	-1.2	x
CC(O)CCC(=O)NCCNC(=O)CCC(C)O (stereo unspecified)	0.8	0.2	-35
CCCN(CCC)S(=O)(=O)c1ccc(Cl)c(OC)c1	x	x	-33
CCCCn1c(CN2C(=O)c3ccccc3C2=O)nc2ccccc2c1=O	-0.73	-0.06	3
CCOC(=O)c1c(NC(=O)c2ccc(C)cc2)sc2c1CC(C)(C)OC2	-0.22	-0.06	-34
CCN(CC)C(=O)N1CCN(S(=O)(=O)c2ccc(C)c(C)c2)CC1	0.46	1.1	21
O=C1CCN(Cc2nnnn2CC2CCCO2)c2ccccc2N1 (stereo unspecified)	0.46	0.1	-54
O=C(O)c1ccc(CNC(=O)c2ccccc2NC(=O)c2ccc([N+](=O)[O-])cc2)cc1	x	x	27
Cc1cccc(NC(=O)C2CCCN(S(=O)(=O)c3cccc4cccnc34)C2)c1 (stereo unspecified)	1.6	2.5	x
FC(F)(F)c1cc(-c2ccco2)nc(N2CCOCC2)n1	0.72	0.46	-85
COc1cc(/C=C(\C#N)C(=O)c2c[nH]c3ccccc23)cc(OC)c1O	x	x	27
CS(=O)(=O)N(CC(=O)Nc1ccc2c(c1)OCO2)c1ccc(Cl)cc1	-0.04	0.07	x
Cc1sc2ncnc(N3CCN(c4ncccn4)CC3)c2c1C	-0.8	-0.43	14
Cc1ccc(C(=O)CSc2nnc(-c3ccco3)n2Cc2ccccc2)cc1	-1.2	-0.94	18
CC1(C)CC(=O)C2=C(C1)N1CCCCC1CC2=O (stereo unspecified)	0.49	-0.13	x
O=C(O)C1CCCCN1S(=O)(=O)c1ccc(Cl)s1 (stereo unspecified)	0.25	0.33	x
Cc1ccc(C)c(N(CC(=O)Nc2ccccc2C(=O)NCc2ccco2)S(=O)(=O)c2ccccc2)c1	-0.53	-0.08	x
COC(=O)c1nnn(CC(=O)Nc2ccc(C)c(F)c2)c1C(=O)OC	-0.36	-1.3	27
CCNC(=S)NS(=O)(=O)c1ccccc1	0.12	-0.94	-19
CCc1nnc(NC(=O)CSc2nc3cccnc3n2Cc2ccccc2)s1	-0.29	1.5	10
O=C1c2ccccc2C(=O)N1CCN1CCCCC1	-0.02	-0.1	-19
CCc1ccc(OCC(=O)N/N=C(\C)c2ccc(OC(F)F)cc2)cc1	0.52	0.36	0
COC(=O)Cn1c(=NC(=O)C2COc3ccccc3O2)sc2cc(S(N)(=O)=O)ccc21 (stereo unspecified)	0.66	-0.53	24
C/C(=N\NC(=O)c1c(Cl)c(C)nn1C)c1cccc(NC(=O)COc2ccccc2)c1	-2.1	-1.6	x
CCN(CC(=O)Nc1ccc2c(c1)OCCO2)Cc1cc(=O)oc2c(C)c(C)ccc12	-0.83	-0.23	x
CN(CC(=O)O/N=C(\N)c1ccccn1)S(=O)(=O)c1ccc(Br)cc1	-2.2	-1.8	0
Cc1ccc2nsnc2c1S(=O)(=O)N(Cc1ccco1)Cc1cc2cccc(C)c2[nH]c1=O	-0.82	-0.6	0
CN1CCN(Cc2c(O)ccc3occ(C(=O)c4ccccc4)c23)CC1	-1.3	-0.56	x
O=C(CN1CCN(c2ccccn2)CC1)Nc1ccc(F)cc1	1.2	0.5	9
Cc1ccc(C)c(NS(=O)(=O)c2c(C)nn(C)c2C)c1	1.2	2.6	x
N#CC(Cc1ccc(OC(F)F)cc1)c1nc2ccccc2[nH]1 (stereo unspecified)	1.9	1.9	33
CCn1c(SCC(N)=O)nnc1C(C)C	x	x	20
COc1ccc(C2C(C(=O)c3ccco3)=C(O)C(=O)N2Cc2cccnc2)cc1OC (stereo unspecified)	1.2	0.77	14
COc1ccccc1NC(=O)CN(C)S(=O)(=O)c1cc(C)ccc1OC	-0.37	-0.62	-43
Cc1c(NC(=O)CN2C(=O)NC(C)(c3ccccc3Cl)C2=O)c(=O)n(-c2ccccc2)n1C (stereo unspecified)	1.2	0.67	20
CCc1nc(OCc2ccco2)c2sc3nc4c(cc3c2n1)COC(C)(C)C4	0.02	0.16	-195
COc1cccc2sc(NNC(=O)COc3ccccc3)nc12	x	x	53
COc1ccc(NC(=O)NCCCN2CCCC2=O)cc1	1.6	2.2	x
CN(/N=C/c1cc([N+](=O)[O-])ccc1O)c1ccccc1	-0.45	0.02	x
Cc1cc(C)n(C(=O)c2ccc(C)c(F)c2F)n1	-0.48	-0.8	x
O=C(NC1CCCCCCC1)C1CCN(c2nc3ccccc3o2)CC1	-2.3	-2.1	33
CC(C)(C)c1ccc(C(=O)Nn2c(CCC(=O)O)ccc2-c2cccs2)cc1	0.29	-0.42	-264
CC(C)[C@H](NC(=O)c1ccccc1)C(=O)OCC(=O)N1CCN(C(=O)c2ccco2)CC1	x	x	33
Cc1ccc(Cn2c(-c3nonc3N)nc3ccccc32)cc1	-0.72	1.4	-64
Cc1ccc(S(=O)(=O)N2CCCSCC2)cc1	0.58	0.64	x
CCOC(=O)C1=C(c2ccccc2)NC(SCC(N)=O)=C(C#N)C1c1cccnc1 (stereo unspecified)	0.44	-0.2	-6
CC(OCC(O)CN(C)Cc1nc2ccccc2c(=O)[nH]1)c1ccc(Cl)cc1 (stereo unspecified)	x	x	21

Later entries.
SMILES	sdo1 growth	sdo1 growth Rescue 24 h	Insulin prom inh
COC(=O)CSc1nnc(-c2ccc(S(=O)(=O)NCc3cccs3)cc2)o1	0.01	-0.46	x
Cc1cccn2c(=O)c(/C=C(\C#N)S(=O)(=O)c3ccccc3)c(N3CCN(C)CC3)nc12	1.2	1.5	x
CCSC1=NCCN1S(=O)(=O)c1ccc(NC(C)=O)cc1	x	x	8
Nc1ccc(C(=O)Nc2ccc3nc(-c4cccnc4)[nH]c3c2)cc1	0.48&1.2	0.43&1.1	-7
Cn1c(=O)c2cc(S(=O)(=O)NCCC(=O)Nc3ccc(Cl)cc3)ccc2n(C)c1=O	1.4	1.6	-14
O=C1NC(=O)/C(=C\c2ccc(Cl)nc2)S1	x	x	-36
O=C(NCc1ccccc1)C1(c2ccccc2)CCN(S(=O)(=O)c2ccccc2)CC1	-0.13	-0.18	-25
CN(CCO)c1cc(N2CCC3(CC2)OCCO3)c2nonc2c1[N+](=O)[O-]	0.81	0.64	-49
C=CCN(c1ccc(C(=O)N2CCN(c3ccc(F)cc3)CC2)cc1)S(C)(=O)=O	0.14	0.01	-150
COc1cc(-c2c(C#N)c(=O)[nH]c3c2c(C)nn3-c2ccccc2)ccc1O	0.74	0.07	x
CC(C)(C)c1ccc(OCCNC(=S)NC(=O)c2cccnc2)cc1	-1.2	-0.58	52
COc1ccc(Cn2nnnc2CN2CCc3ccccc32)cc1	0.25	0.28	6
O=C(O)CN1CCCC1=Nc1ccccc1	-1	-0.92	25
O=C(N/N=C/c1ccco1)c1ccc(N2CCCC2=O)cc1	1.2	1.3	x
CC(C)(C)NS(=O)(=O)c1ccc(CCC(=O)NCc2cccnc2)cc1	1.1	1.1	64
CCCCn1nc(C(=O)O)ccc1=O	0.9	0.67	x
CCc1nnc2sc(-c3ccc(NC(=O)c4ccc5c(c4)OCCO5)cc3)nn12	-0.34	1	x
COc1ccc(C(=O)NC(C(=O)N2CCc3ccccc32)C(C)C)cc1 (stereo unspecified)	-0.34	-0.53	13
O=C(CSc1nc2cc(Cl)ccc2s1)NCc1ccc2c(c1)OCO2	-0.89	-0.21	15
NC(=O)CSc1nc2scc(-c3ccc(Cl)cc3)c2c(=O)n1Cc1ccccc1	-0.82	-0.45	x
CC1=NN(c2nc(-c3ccc(F)cc3)cs2)C(=O)C1	0.83	0.75	8
Cc1ccc(CNC(=O)C2CC(c3ccc([N+](=O)[O-])cc3)=NO2)cc1 (stereo unspecified)	0.39	0.03	0
CCCCn1ccc(O)c(Cc2ccc(F)cc2)c1=O	0.34	0.74	23
COC(=O)C1=C(C)NC2=C(C(=O)CC(C)(C)C2)C1c1cnn(C)c1C (stereo unspecified)	-0.53	-0.03	x
COc1ccc(S(=O)(=O)N(CC(=O)O)c2ccccc2)cc1	0.56	0.38	-57
Cc1cccc(C)c1OCC(=O)NCc1nnc(SCC(=O)NC2CCCCC2)n1C	1.3	0.48	-105
CCc1ccc(C(=O)CN(C#N)c2nc(C)cc(C)n2)cc1	-1.1	-0.87	11
Cc1ccc(S(=O)(=O)NCC(=O)N2CCCCC2)cc1	0.24	-0.04	x
O=C(O)CNC(=O)CC12CC3CC(CC(C3)C1)C2	1.7	2.4	-365
O=c1c2ccccc2[nH]c(=S)n1Cc1cccs1	-0.28	0.02	29
CCN(C(=O)CSc1ncn[nH]1)C1CCCCC1	0.21	0.11	38
COC(=O)[C@@]1(Cc2ccc(F)cc2)[C@H]2c3cc(C(=O)N4CCCC4)n(CCO)c3C[C@H]2CN1C(=O)c1ccccc1	0.28	-0.25	5
CCCS(=O)(=O)N1CCN(C(=O)c2cccs2)CC1	-0.29	-0.39	-8
C(=C\c1ccccc1)/C=N/N1CCN(Cc2ccccc2)CC1	x	x	-17
CC1CCCN(C(=O)CNC(=O)Cn2ccc3ccccc3c2=O)C1 (stereo unspecified)	0.35	0.57	x
CCOCCCNC(=O)c1cc2sc(Cl)cc2n1CC	0.33	0.22	x
Cc1ccc(-c2nnc(N3CCN(C(=O)CN4CCOCC4)CC3)c3ccccc23)cc1	-0.36	-0.58	25
COc1cccc(N(CC(=O)N2CCN(C)CC2)S(=O)(=O)c2ccccc2)c1	0.75	0.74	x
Cc1ccc2cc(C#N)c(SCC(=O)N3CCCc4ccccc43)nc2c1C	0.14	0.49	-30
CCOC(=O)C1=C(O)/C(=C/c2cc(OC)c(OC)c(OC)c2)SC1=Nc1ccc(OC)cc1	-1.2[6.2 µM]	-0.37	x
COc1ccc(C2c3c(C)nn(-c4ccccc4)c3NC(=O)N2c2ccccc2)cc1 (stereo unspecified)	-0.36	-0.69	x
O=C(Nc1cnn(Cc2ccc(F)cc2)c1)c1cc2nc(-c3ccco3)cc(C(F)(F)F)n2n1	0.4	2.2	x
C=CCn1c(COc2cccc3cccnc23)nnc1SCC(=O)OC	0.23	0.25	-150
O=C(Cn1c(CC(=O)N2CCOCC2)nc2ccccc21)Nc1ccc2c(c1)OC(F)(F)O2	-0.75	-1	-21
N#Cc1c(NCc2ccccc2)ccnc1NCc1cccnc1	0.07	0.03	13
O=[N+]([O-])c1ccc(Cl)c(/C=N/N2CCN(Cc3ccccc3)CC2)c1	-0.65	-0.82	31
CN(/C=C1/C(=O)CNC1=O)CCO	x	x	-6
CCCP(=O)(CC(=O)O)c1ccccc1 (stereo unspecified)	-0.42	-0.94	0
CCOc1ccc(NC(=O)CC2C(=O)N(C)C(=S)N2Cc2ccco2)cc1 (stereo unspecified)	0.31	-0.42	-27

High-throughput results: PubChem, several laboratories
